# Screening results as filed in PubChem BioAssay.
# SKN-1 inh: inhibitors of C. elegans SKN-1 | inhibition, % at 21.8 µM | hit rate 0.49% among 360,000 | C. elegans VP596 Pgst-4::GFP/RFP ratio, acrylamide-induced, 24 h;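 active means interference check ratio from 0.5 to 1.5 plus GFP to RFP signal ratio inhibition reaching or exceeding a fixed threshold, cut at about 30% in these data, passing the limit was not always enough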; further: some compounds called inactive have numbers as strong as hits
# FAS-TE inh: FAS thioesterase (human) inhibition | P49327 | recombinant FAS-TE, OMFH fluorogenic substrate, fluorescence endpoint | inhibition, % at 15 µM | hit rate 0.67% among 360,000 | AID 602261;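 active means compounds whose normalised, plate-corrected inhibition of enzyme fluorescence in the single-dose primary screen is 50% or more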;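 further: 0% = DMSO with enzyme and 100% = substrate without enzyme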
# Rpn11 block: inhibitors of human proteasome Rpn11 | O00487 | human 26S proteasome, Ub4-pepOG fluorescence polarization; 20S core pre-blocked with epoxomicin | calls only at 20 µM | hit rate 0.59% among 360,000;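 active means inhibition at 20 µM, scaled to each plate's controls, above about 33%, limit read from the data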
# MLLE-PAM2 inh: blocks PAM2 peptide binding to the PABP1 MLLE domain | GST-MLLE / FITC-PAM2 fluorescence polarization | hit rate 0.36% among 360,000 | inhibition, % at 20 µM | P11940; in the data active means inhibition above about 35%, passing the limit was not always enough;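 further: plate controls were DMSO wells with GST-MLLE for no effect and wells lacking GST-MLLE protein for full effect; some results filed as inactive read as strong as hits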
# NadD block: inhibitors of Staphylococcus aureus NadD; purified NadD enzyme, colorimetric absorbance read-out; inhibition, % at 20 µM; hit rate 0.78% among 360,000; AID 602399; in the data active means inhibition above about 26%; further: some compounds past the cut are filed as inactive
# CSN deneddyl inh: blocks human CSN-mediated cullin deneddylation. inhibition, % at 12.5 µM. hit rate 0.38% among 360,000. Purified CSN, SCF-Nedd8-OG deneddylation, fluorescence polarization. AID 651999. Q92905;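 active means pattern-corrected inhibition above about 35%, with an unprinted fluorescence ratio check between 0.5 and 1.5, limit read from the data, passing the limit was not always enough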;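 further: 0% = enzyme with substrate and 100% = substrate without enzyme; some results filed as inactive read as strong as hits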
#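 Test system: Human Csn5 produced in HEK293T cells | Compound: 12.5 µM single point | Times: 90 min, room temperature | Signal: Fluorescence polarization readout | Read-out basis: % inhibition of substrate cleavage by Csn5 | Controls: no-enzyme wells high, enzyme-with-substrate wells low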
# Rin1-Abl PPI inh: blocks binding of human Rin1 to Abl | TR-FRET Rin1/Abl binding, biochemical | hit rate 0.4% among 360,000 | inhibition, % at 7.35 µM | P00519+Q13671; in the data active means inhibition above about 5%, passing the limit was not always enough
# Neddyl block: cullin neddylation inhibition; P61081+Q13564; TR-FRET cullin neddylation, biochemical; calls only at 25 µM; hit rate 0.58% among 360,000; AID 651699; in the data active means inhibition above about 36%
# MT1-MMP act inh: blocks activation of human MT1-MMP; P50281; HT1080 RFP-PRO-GFP cells, GFP/RFP ratio fluorescence, overnight; percent of plate control window, DMSO zero; GFP/RFP ratio change, % at 20 µM; hit rate 0.061% among 360,000;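 active means GFP/RFP ratio change of at least 30% with cell ATP level not reduced by more than half and red fluorescence within 50% of control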; further: strong numbers were not always called active
#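 Assay system: HT1080 RFP-PRO-GFP cells. Benchmarks: DMSO vehicle wells and RFP-L50D-GFP reporter cell wells. Times: overnight cell settling, then overnight compound exposure, 37 °C, 5% CO2. Compound: 20 µM single dose, 1% DMSO. Read-out basis: GFP/RFP fluorescence ratio.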
# Active calls of the source: *; i = inactive; x = not tested or not shown. Not a hit list; 3.9% or so of the library scored in one or more.
SMILES,SKN-1 inh,FAS-TE inh,Rpn11 block,MLLE-PAM2 inh,NadD block,CSN deneddyl inh,Rin1-Abl PPI inh,Neddyl block,MT1-MMP act inh
Cc1ccccc1C(=O)N/N=C/c1ccc(Sc2ccccn2)o1,5,-1,i,-1,1,9,0,i,-4
OC(CCN1CCCCC1)c1ccc(-c2ccccc2)cc1 (stereo not drawn),10,-3,i,-5,-4,-6,5,i,3
CCOc1ccccc1-c1cc(-c2ccccc2)nc2c1c(=O)n(C)c(=O)n2C,11,-8,i,-12,2,-1,0,i,-1
Cc1cc(C(=O)COC(=O)/C=C/c2ccc(F)cc2)c(C)n1C,2,12,i,2,1,1,3,i,1
O=C(O)CC/C(=C\c1ccccc1[N+](=O)[O-])c1nc2ccccc2s1,0,1,i,5,0,-2,-8,i,4
O/N=C(/Cc1ccccn1)c1ccccc1,19,-9,i,3,-2,-4,-4,i,0
Cc1ccc(C)c(OCC(=O)N(Cc2nnc(-c3ccccc3Cl)o2)C2CC2)c1,13,9,i,-3,-2,3,-1,i,-5
COc1ccc(NC(=O)c2nc(C)c(C3(C)CC(c4cccnc4)=NO3)s2)cc1 (stereo not drawn),-4,8,i,-12,5,5,2,i,1
O=C(Cn1cnc2ccccc2c1=O)c1ccc2ccccc2c1,14,2,i,15,-5,-7,-3,x,3
CCCCC1=CC2=C(c3ccco3)C(=O)C(C)(OC(=O)c3ccc(OC)cc3)C(=O)C2=CN1CCN1CCOCC1 (stereo not drawn),-6,0,i,25,-3,0,5,i,-11
C#CCOCCOCCOCCNc1nc(N2CCN(C(=O)CCCCCCCCCCNC(=O)Cn3cc(CCCCCN)nn3)CC2)nc(N2CCN(C(=O)CCCCCCCCCCNC(=O)[C@H]([C@@H](C)CC)n3cc(CCCCCN)nn3)CC2)n1,-11,-32,i,-3,26,64*,6,i,10
CCN(CC)c1ccc(C(=C2C=CC(=[N+](CC)CC)C=C2)c2ccc(N(CC)CC)cc2)cc1,3,26,i,0,6,-2,19*,i,143*

# One compound at a time, as listed above. Order of values: SKN-1 inh, FAS-TE inh, Rpn11 block, MLLE-PAM2 inh, NadD block, CSN deneddyl inh, Rin1-Abl PPI inh, Neddyl block, MT1-MMP act inh
# CCN(CC)c1ccc(C(=C2C=CC(=[N+](CC)CC)C=C2)c2ccc(N(CC)CC)cc2)cc1 across the screens: 3, 26, i, 0, 6, -2, 19*, i, 143*
# Cc1ccc(C)c(OCC(=O)N(Cc2nnc(-c3ccccc3Cl)o2)C2CC2)c1 across the screens: 13, 9, i, -3, -2, 3, -1, i, -5

# Further records.
SMILES,SKN-1 inh,FAS-TE inh,Rpn11 block,MLLE-PAM2 inh,NadD block,CSN deneddyl inh,Rin1-Abl PPI inh,Neddyl block,MT1-MMP act inh
CN(C1CCCCC1)S(=O)(=O)c1cccc2nsnc12,21,-1,i,8,-3,2,-4,i,-1
CC(C)c1ccccc1NC(=O)CN1C(=O)c2ccccc2C1=O,18,-2,i,-9,3,4,1,i,0
O=C(Cc1ccc(F)cc1)Nc1nnc(-c2ccc(F)cc2)o1,13,2,i,4,-2,1,6,i,-3
Cc1cc(-c2ccc(C(C)C)c(S(=O)(=O)N3CC(=O)Nc4ccccc43)c2)on1,3,11,i,0,-1,3,0,i,-2
CC(C)N(CCNC(=O)COc1ccc2oc3c(c2c1)CCCC3)C(C)C,-12,-7,i,4,-4,6,2,i,-1
COc1cc(C(=O)O)cc(NC(=O)c2ccco2)c1OC,9,-2,i,4,-1,-6,0,i,4
CCOC(=O)N1CCN(CCC(=O)Nc2ccc(C)cc2)CC1,-5,-8,i,6,4,5,3,i,2
CC(C)N1C(=O)CN(C2CCCCCC2)C(=O)C1c1ccccc1F (stereo not drawn),-5,-2,i,-11,1,1,2,i,0
O=C(COC(=O)CNC(=O)c1ccc(Cl)cc1)Nc1ccc(Cl)cc1C(F)(F)F,7,-12,i,5,-3,1,2,i,1
CCSc1nnc(Nc2ccc(C)cc2)s1,5,0,i,-13,-7,-2,-1,i,3
C#CCNC(=O)C1=C[C@@H](c2coc3ccccc3c2=O)C[C@@H](OCCCCO)O1,-2,-13,i,2,-5,-4,6,i,1
COc1cccc2c1C(=O)c1c(O)c3c(c(O)c1C2=O)C[C@](O)(C(C)=O)C[C@H]3O[C@@H]1C[C@@H](N)[C@@H](O)[C@@H](C)O1,73,-113,i,159,-5,-75,-22,i,11
O=C(COc1ccccc1)Nc1ccncc1,1,-6,i,-4,-5,-10,2,i,2
O=C(c1ccc(F)cc1)N1CCCC(C(=O)N2CCN(c3ccccc3)CC2)C1 (stereo not drawn),-3,-8,i,0,2,1,-3,i,5
CC(=O)c1cccc(-c2cnc3c(NC=O)cc(-c4ccccc4F)cn23)c1,6,29,i,2,1,5,-4,i,-3
O=C(c1ccc(Cl)cc1)N1CCCOC1,3,-6,i,7,5,0,2,i,-4
Cc1ccc(-c2cc(C(=O)N/N=C/C=C/c3ccccc3)n[nH]2)s1,8,-2,i,4,19,11,1,i,5
Cc1cc(SCC(=O)N/N=C/c2ccc(O)c(O)c2)nc2ccccc12,5,0,i,1,7,4,-2,i,-5
Cc1nc2sc3c(c2c(=N)n1N)CC(C)(C)OC3,10,-6,i,-14,2,-1,3,i,6
COc1ccccc1-n1c(=S)[nH]c2c(sc(=S)n2-c2ccccc2C)c1=O,2,19,i,28,16,-7,-6,i,-5
COCCNC(=S)N1CCN(S(C)(=O)=O)CC1,17,-10,i,-101,-4,-5,3,i,2
O=C1COc2ccc(C(=O)c3ccccc3C(=O)NCc3ccco3)cc2N1,14,-14,i,-2,1,0,-1,i,1
COC(=O)CCSc1cc([N+](=O)[O-])cc2c1c(C1OCCS1)nn2-c1ccccc1 (stereo not drawn),19,13,i,-2,0,4,-2,i,-3
C[C@]1(C(=O)NCc2cc(F)cc(C(F)(F)F)c2)C=C[C@@H](Cc2ccccc2)N1C(=O)c1ccccc1,-10,68*,i,2,-9,2,1,i,-4
O=C(Nc1ccccc1O)c1ccc2c(c1)C(=O)N(N1C(=O)c3ccccc3C1=O)C2=O,-16,-3,i,-25,19,-1,2,i,2
Cc1ccccc1OCC(=O)N/N=C/c1ccco1,-12,-5,i,1,0,4,-1,i,-1
NC(=O)CC(NC(=O)c1ccccc1)c1ccc(N2CCc3ccccc3C2)c([N+](=O)[O-])c1 (stereo not drawn),8,-6,i,7,-9,-4,0,i,5
Cc1nnc(SC(C)C(=O)Nc2ccc3c(c2)OCCO3)s1 (stereo not drawn),9,-8,i,-26,0,-3,4,i,1
Cc1ccc(S(=O)(=O)n2cnc3cc([N+](=O)[O-])ccc32)c(C)c1,11,-8,i,-1,-3,1,0,i,-1
CCOC(=O)CNS(=O)(=O)c1cc(-c2n[nH]c(=O)c3ccccc23)ccc1C,9,-3,i,1,4,-5,2,i,1
O=C(NCc1ccccc1C(F)(F)F)C1CC(c2cc(C(F)(F)F)cc(C(F)(F)F)c2)=NO1 (stereo not drawn),34,12,i,3,1,-4,3,i,2
CC(CN1CCCCC1)NC(=O)c1scnc1-c1ccccc1 (stereo not drawn),10,-2,i,12,0,0,1,i,3
CCc1cc2c(=O)c(-c3nc4ccccc4n3C)coc2c(CN2CCCCC2C)c1O (stereo not drawn),0,-1,i,1,0,11,2,x,3
Nc1cc2c(cc1Br)[nH]c(=O)c1ccccc12,-5,1,i,12,10,5,-2,i,-33
CC(NC(=O)COC(=O)c1cc(Cl)ccc1O)C1CC2CCC1C2 (stereo not drawn),-2,29,i,-9,-2,-3,1,i,6
COc1cc(NC(=O)COc2cc3oc(=O)cc(C)c3cc2Cl)cc(OC)c1OC,-5,-7,i,-8,-10,6,-4,i,-14
CCOc1ccc(CCNC(=O)c2ccc3c(=O)[nH]c4c(C(=O)NC(C)C)sc(=S)n4c3c2)cc1,4,32,i,11,30,3,1,i,4
CC(C)Oc1cc2ccccc2cc1CNC[C@H]1O[C@@H](n2cnc3c(N)ncnc32)[C@H](O)[C@@H]1O,6,-7,i,4,-4,1,-4,i,1
COc1ccc(C(C(=O)NC2CCCC2)N(C(=O)c2ccco2)c2cccc(C(C)=O)c2)cc1OC (stereo not drawn),3,-1,i,2,-2,3,2,i,-2
Cc1ccnc(NS(=O)(=O)c2cccc([N+](=O)[O-])c2)c1,6,0,i,-11,-3,5,3,i,5
O=C(Cc1ccc([N+](=O)[O-])cc1)OCc1ccc([N+](=O)[O-])cc1,-1,28,i,4,-5,-1,-4,i,4
CC(C)Oc1ccc(F)cc1-c1cc(C(=O)NCc2cccs2)[nH]n1,0,13,i,7,3,0,3,i,-7
CN(Cc1ccc(Cl)cc1)C(c1cc2ccccc2o1)c1nnnn1C(C)(C)C (stereo not drawn),-7,24,x,x,1,1,x,i,-6
Cc1csc2cc(-c3cccc([N+](=O)[O-])c3)c(-c3cccc([N+](=O)[O-])c3)c[n+]12,-9,-8,i,13,8,-2,-3,i,-3
N#CC1=C(N)OC2=C(C(=O)CC(c3ccccc3)C2)C1c1ccc2c(c1)OCO2 (stereo not drawn),-1,6,i,-2,7,-2,-4,i,-3
COc1ccc(NC(=O)NNS(=O)(=O)c2ccc(Br)cc2)cc1,1,-8,i,-4,-1,1,-1,i,2
Cc1cccc(NC(=O)CN2CCc3cc4c(cc3C2C)OCCCO4)c1 (stereo not drawn),10,8,i,11,-1,4,4,i,4
COc1ccc(-c2nnc(SCC(=O)/C(C#N)=C(\C)N)o2)cc1,13,0,i,-33,-1,2,5,i,-7

# Three entries out of the list above, arranged by the value under MLLE-PAM2 inh, low to high.
SMILES | SKN-1 inh | Rpn11 block | MLLE-PAM2 inh | NadD block | CSN deneddyl inh | Rin1-Abl PPI inh | Neddyl block | MT1-MMP act inh
COc1ccc(-c2nnc(SCC(=O)/C(C#N)=C(\C)N)o2)cc1 | 13 | i | -33 | -1 | 2 | 5 | i | -7
Cc1ccnc(NS(=O)(=O)c2cccc([N+](=O)[O-])c2)c1 | 6 | i | -11 | -3 | 5 | 3 | i | 5
COc1ccc(C(C(=O)NC2CCCC2)N(C(=O)c2ccco2)c2cccc(C(C)=O)c2)cc1OC (stereo not drawn) | 3 | i | 2 | -2 | 3 | 2 | i | -2

# (more compounds)
SMILES,SKN-1 inh,FAS-TE inh,Rpn11 block,MLLE-PAM2 inh,NadD block,CSN deneddyl inh,Rin1-Abl PPI inh,Neddyl block,MT1-MMP act inh
CC(C)(C)OC(=O)CNC(=O)c1[nH]cnc1C(=O)Nc1ccc(Cl)cc1,14,32,i,0,5,2,0,i,0
Clc1ccc2nc(-c3cccc(Br)c3)c(Cc3ccccc3)n2c1,19,9,i,-2,18,15,1,i,-3
O=c1ccn([C@@H]2O[C@H](CNCc3cccn3-c3nccs3)[C@@H](O)[C@H]2O)c(=O)[nH]1,-12,-13,i,-4,-3,1,-1,i,3
CCOC(=O)c1c(C)c(C(=O)Nc2cc(F)ccc2F)c(C)n1C,0,4,i,10,2,-14,0,i,-6
CN(CCO)c1ccc([N+](=O)[O-])cc1C(=O)O,-7,-7,i,-2,-2,0,0,i,-3
O=C(O)CCC(=O)N1CCc2cc(S(=O)(=O)Nc3ccc4c(c3)OCCO4)ccc21,12,-1,i,-5,-2,-2,2,i,-1
CCN(CC)C(=O)c1cccc2nc3ccccc3nc12,-13,-4,i,10,-9,-4,-4,i,-2
CCCCCNC(=O)c1ccc(NS(=O)(=O)c2ccc3[nH]c(=O)[nH]c3c2)cc1,3,-3,i,-3,-9,-4,-1,i,3
COc1ccc(NC(=O)[C@@H]2CCCN2C(=O)[C@@H]2Cc3ccccc3CN2C(=O)OC(C)(C)C)cc1,5,-2,i,-3,-6,-3,-3,i,-4
